PMI act hi M6P – increases human PMI activity with near-saturating mannose 6-phosphate; 0.34% of 190,000 active; P34949; coupled PMI enzyme assay, resazurin fluorescence, 20 min; active compounds read high; 1 = untreated enzyme, 0 = substrate-free blank; AID 1216; activation factor at 20 µM;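 active = activation factor of 2 or more at 20 µM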
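Material: human phosphomannose isomerase with PGI, G6PDH, diaphorase coupling enzymes. Quantity: 15 ng/mL PMI. Medium: HEPES pH 7.4 buffer with MgCl2 and Tween-20. Reagent: Near-saturating mannose-6-phosphate, 1.0 mM. Compound: 20 µM single dose. Times: enzyme reaction with compound 20 min at room temperature. Detection: resorufin fluorescence at Ex 544/Em 590 nm.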
Diaph inh CS – counter-screen for diaphorase-based assays: diaphorase inhibitors and chemical oxidizers | diaphorase resazurin-to-resorufin fluorescence, NADH, 16 min; bacterial (C. kluyveri) enzyme, not human | inhibition, % at 20 µM | 0.69% of 190,000 active;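 active = primary screen inhibition at 20 µM above a set limit, cut at about 50% in these data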;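 also: plate controls were DMSO with full reaction for no effect and wells lacking NADH for full effect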
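Detection: fluorescence of resorufin formed from resazurin, Ex 544/Em 590 nm; test system: Clostridium kluyveri diaphorase enzyme; amount: 0.14 U/mL diaphorase, enzyme working solution; times: 16-min room-temperature incubation before reading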
S1P3 antag – S1P3 (human) receptor antagonism. 0.27% of 170,000 active. Q99500. inhibition, % at 4.98 µM. CHO S1P3 NFAT-BLA reporter, FRET fluorescence, antagonist mode;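 active = inhibition above the plate cutoff, the mean inhibition of test wells on that plate plus 3 SD, cut at about 28% in these data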;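 also: cells challenged with S1P at its EC80 of 0.8 µM; blue over green emission ratio from cleaved BLA substrate after 4 h stimulation; 0% = S1P-stimulated wells and 100% = unstimulated DMSO-only wells; some compounds past the cut are filed as inactive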
Target sequence (Q99500 whole entry, looked up): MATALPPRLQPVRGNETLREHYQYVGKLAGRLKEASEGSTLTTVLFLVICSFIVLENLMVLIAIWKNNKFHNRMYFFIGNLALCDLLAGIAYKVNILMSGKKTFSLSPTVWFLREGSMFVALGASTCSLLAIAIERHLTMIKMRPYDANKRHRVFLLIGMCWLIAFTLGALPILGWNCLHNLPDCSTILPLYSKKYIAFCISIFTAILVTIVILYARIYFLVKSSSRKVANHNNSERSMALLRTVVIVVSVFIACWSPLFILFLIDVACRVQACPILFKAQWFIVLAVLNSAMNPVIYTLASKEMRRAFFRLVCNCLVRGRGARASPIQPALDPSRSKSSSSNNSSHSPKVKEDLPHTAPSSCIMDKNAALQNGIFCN
Diaph act CS – diaphorase activation or chemical reduction counter-screen | Diaphorase/resazurin coupled assay, resorufin fluorescence, 16 min; active compounds read high; 1 = vehicle wells, 0 = NADH-free wells | activation factor at 20 µM | 0.005% of 190,000 active;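 active = diaphorase activity raised at least twofold by the compound at 20 µM; inactive = activation factor below 2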
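Assay system: bacterial diaphorase enzyme (C. kluyveri) / Input: enzyme 0.07 U/mL final / Medium: 50 mM HEPES pH 7.4 with 4.542 mM MgCl2, 0.005% Tween 20 / Doses: single compound dose of 20 µM, 1% DMSO final / Incubation: 16 min enzyme reaction, ambient temperature / Signal: fluorescence, excitation 544 nm and emission 590 nm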
TR-FRET SRC-2 ct – flags TR-FRET format artefacts in PPARgamma SRC-2 recruitment agonist screen. AID 1049. TR-FRET ratio at 8 µM. 0.4% of 200,000 active. TR-FRET artefact counter-screen; active compounds read high; in the data active = TR-FRET ratio above about 2000; also: inactives centre near 1500
PMI activator – phosphomannose isomerase (human) activation; P34949; purified human PMI, coupled resazurin fluorescence, 20 min; active compounds read high; 1 = vehicle control, 0 substrate-free wells; activation factor at 20 µM; 0.005% of 190,000 active; AID 1214;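 active = activation factor of 2 or more at 20 µM, relative to plate controls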
PPARg SRC-3 ag – promotes SRC-3 coactivator recruitment by human PPARgamma. AID 731. P37231. 0.26% of 200,000 active. activation, % at 8 µM. biochemical PPARgamma/SRC-3 coactivator recruitment assay; in the data active = activation above about 23%;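 also: 0% = DMSO and 100% = reference agonist; some compounds past the cut are filed as inactive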
Target sequence (P37231 whole entry, looked up): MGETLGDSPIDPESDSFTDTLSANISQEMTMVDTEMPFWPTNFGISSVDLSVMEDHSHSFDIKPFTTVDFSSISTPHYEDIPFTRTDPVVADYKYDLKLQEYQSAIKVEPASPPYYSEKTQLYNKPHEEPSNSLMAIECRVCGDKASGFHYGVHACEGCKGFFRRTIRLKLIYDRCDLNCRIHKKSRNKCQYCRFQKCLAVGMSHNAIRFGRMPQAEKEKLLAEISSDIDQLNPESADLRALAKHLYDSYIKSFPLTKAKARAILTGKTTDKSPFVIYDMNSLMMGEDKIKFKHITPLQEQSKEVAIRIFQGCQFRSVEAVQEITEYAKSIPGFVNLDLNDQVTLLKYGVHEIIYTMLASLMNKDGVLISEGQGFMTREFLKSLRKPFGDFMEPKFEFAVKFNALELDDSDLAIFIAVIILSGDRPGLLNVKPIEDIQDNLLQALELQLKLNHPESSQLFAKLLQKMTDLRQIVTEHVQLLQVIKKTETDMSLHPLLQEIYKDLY
PPARg SRC-1 ag – PPARgamma-driven SRC-1 recruitment agonism; P37231; PPARgamma-SRC-1 coactivator recruitment biochemical assay; activation, % at 8 µM; 0.41% of 200,000 active; AID 631; in the data active = activation above about 19%;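 also: 0% = DMSO and 100% = reference agonist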
PPARg SRC-2 ag – agonists of SRC-2 recruitment by human PPARgamma. activation, % at 8 µM. PPARgamma LBD-SRC-2 recruitment, biochemical. AID 1032. 0.34% of 200,000 active. P37231; in the data active = activation above about 22%;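 also: 0% = vehicle and 100% = reference agonist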
G6PDH CS – inhibits Leuconostoc G6PDH, flagging false hits in G6PDH-based assays | Purified L. mesenteroides G6PDH, diaphorase/resazurin coupled fluorescence, 45 min | inhibition, % at 5 µM | 0.12% of 200,000 active; in the data active = inhibition above about 50%
ROMK mod – modulators of human ROMK potassium channel | P48048 | Tet-inducible ROMK, thallium flux fluorescence; actives lie on both sides | B-score at 10 µM | 2% of 130,000 active | AID 1918;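 active = signal ratio slope over the read window, or its plate-corrected B-score, at least 3 SD from the plate mean, either direction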;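 also: B-score of the F/F0 ratio slope over 7 to 12 s after thallium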
* hit, by the source's call; . = not tested or not shown.

SMILES	PMI act hi M6P	Diaph inh CS	S1P3 antag	Diaph act CS	TR-FRET SRC-2 ct	PMI activator	PPARg SRC-3 ag	PPARg SRC-1 ag	PPARg SRC-2 ag	G6PDH CS	ROMK mod
CCc1ccccc1NC(=O)c1ccc(NCCc2ccccc2)c([N+](=O)[O-])c1	1	11	-1	0.9	1401	0.9	-6	-4	-4	-21	0.72
O=C(N=C1c2ccccc2CN1c1ccc(F)c(F)c1)c1cccnc1	1.2	5	5	0.9	1623	1.3	4	6	17	18	-1.6
CCOC(=O)C1=C(O)CSC1=Nc1ccccc1	1	7	-9	0.9	1452	1.1	-7	1	-4	2	0.13
Cc1cc(C)cc(NC(=O)COC(=O)[C@@H](NC(=O)c2ccco2)C(C)C)c1	0.9	20	1	0.8	1552	0.9	5	-1	-3	1	-1.2
COC(=O)c1c(C(=O)OC)c2cccc3cc(-c4ccccc4)c4ccc1c4n32	0.9	35	.	0.7	1557	0.8	0	6	6	6	0.075
Cc1c(C#N)c(=O)oc2ccc3ccccc3c12	0.8	15	.	0.9	1765	0.9	5	-1	6	10	.
CCCn1c(SCc2ccccc2)nc2c1c(=O)[nH]c(=O)n2C	1	3	-11	1	1579	0.9	-1	-1	4	18	-1.5
Cc1cccc(C)c1NC(=O)CCCSc1nnc(-c2ccc(F)cc2)n1-c1ccccc1	1	16	-2	0.8	1480	1.1	0	7	-1	10	.
CCOc1cccc(C(=O)Nc2nc(-c3ccc(S(=O)(=O)N4CCOCC4)cc3)cs2)c1	0.9	22	19	0.8	2173*	0.8	19	14	18	-22	1.2
Cc1c(-c2ccccc2)[n+](=O)c(-c2ccco2)c(C)n1[O-]	1	10	-3	0.9	1401	1	8	2	2	3	.
O=[N+]([O-])c1cccc(/C=N/Nc2nnc(-c3ccccc3)c(-c3ccccc3)n2)c1	1.1	4	-10	1	1560	1.1	-8	-5	-12	-21	.
O=C(NCC(=O)N(Cc1ccco1)C(C(=O)NC1CCCC1)c1cccnc1)c1cccs1 (stereo not given)	0.9	14	-8	0.9	1443	1	-9	4	-10	-5	.
CC(=O)c1cc(NC(=O)c2cccc(C(F)(F)F)c2)c(=O)oc1C	1.8	2	3	1	1646	1.7	4	4	1	-1	0.048
O=C(NC1CC1)C1=C[C@H](C2CC2)C[C@H](OCCCCO)O1	1	-5	1	1	1661	1.1	3	-11	-3	-4	.
Cc1cc(C)c(C)c(N=Nc2nc3ccccc3n2C)c1C	0.8	14	9	0.9	1298	0.8	0	2	-5	-22	0.53
O=C1c2ccccc2C(=O)N1C/C=C/c1ccccc1	0.9	16	-15	0.8	1535	0.9	-2	0	-2	-2	.
COc1ccc(CNC(=O)C(C)NC(=O)c2cc3ccccc3o2)cc1 (stereo not given)	0.9	12	-6	0.9	1646	0.9	-2	6	-6	-18	.
Cc1ccc(S(=O)(=O)N(C)C)cc1NC(=O)COC(=O)CCC(=O)c1cccs1	1	8	-4	0.9	1647	1.1	7	1	0	2	0.46
Cc1noc(NS(=O)(=O)c2ccc(NC(=O)c3cnc4scc(C)n4c3=O)cc2)c1C	1	7	-4	0.9	1502	1	0	-8	-1	10	.
CCCSc1nc(C)c(CC(=O)OCC)c(=O)[nH]1	1.1	-7	.	1.1	1556	1.1	4	11	10	5	0.57
CN(Cc1ccccc1NCC(=O)Nc1ccccc1C#N)C1CCCCC1	0.9	5	-3	0.9	1427	0.9	-1	8	-6	5	-0.5
O=C1CSC(c2ccncc2)N1Cc1ccccc1 (stereo not given)	1	5	-14	1	1433	0.9	-3	-1	-6	17	1.1
Cc1cc(C)nc(SCCC(=O)Nc2ccccc2C)n1	1	5	.	0.9	1507	0.9	-1	5	2	4	0.049
COC(=O)c1c(NC(=O)CCCC(=O)O)sc2c1CCCCC2	0.8	7	0	0.9	1718	0.7	5	10	8	6	0.37
CCc1ccc2oc(-c3ccc(N)cc3)nc2c1	0.8	20	15	0.8	1517	0.8	9	-1	0	-27	.
O=C(CC(Nc1ccccc1Cl)C(=O)OCC(=O)c1cccs1)c1ccccc1 (stereo not given)	0.9	24	.	0.8	1871	0.9	-1	-2	-3	1	0.31
Fc1ccc(OCc2nn3c(Cn4nnc5ccccc54)nnc3s2)cc1	1	9	8	0.9	1443	0.9	-3	5	1	9	.
CC(=O)NC1Sc2ccccc2N=C1c1ccccc1 (stereo not given)	1.7	17	-5	0.8	1693	1.3	12	7	2	3	0.016
CC(NC(=S)Nc1ccc(F)cc1)C(c1cccs1)N1CCOCC1 (stereo not given)	1.1	-1	-8	1	1503	1	3	4	2	9	.
Cn1c(N)c(C(=O)COC(=O)CCCOc2ccc(Cl)cc2Cl)c(=O)n(C)c1=O	0.9	18	5	0.8	1302	0.9	1	0	1	-7	1.8
COC(=O)Cc1ccc(NC(=S)NCc2ccccc2OC)cc1	.	.	5	.	1526	.	4	12	10	14	-0.0036
COc1ccccc1CCNC(=O)Nc1cccc([N+](=O)[O-])c1	0.9	22	9	0.8	1490	0.9	0	11	-7	-2	-1.1
C/C(=C\C#N)n1nc(C)cc1N	1	14	0	0.9	1502	1	4	1	10	4	.
CCOc1ccc(C2C(C#N)=C(N)SC(N)=C2C#N)cc1OCC	1.8	31	.	0.7	.	1.4	.	.	.	25	.
O=C(COC(=O)Cc1ccsc1)Nc1ccccc1	0.9	11	-14	0.9	1537	1	1	0	1	0	0.12
COc1cc(/C=N\NC(=O)Cn2nnc3ccccc32)cc(OC)c1OC	1	6	.	0.9	1609	1	8	-1	2	-16	.
Cc1cc(C=C2C(=O)c3ccccc3C2=O)c(C)n1-c1ccc(C(=O)O)cc1	1.3	7	-16	0.9	1440	1.3	0	9	-2	5	-0.72
Cc1nn(-c2ccccc2)c(C)c1NC(=O)c1ccc(S(=O)(=O)N2CCCC2)cc1	1	14	14	0.9	1576	1.1	2	3	3	13	.
O=C1CC(NCc2ccccc2)C(=O)N1c1ccc(F)cc1 (stereo not given)	0.9	17	-1	0.8	1635	0.9	-2	-4	2	12	0.26
COc1ccccc1NC(=O)c1cc(OC)c(OC)cc1[N+](=O)[O-]	0.8	-1	13	1	1491	1	-2	-8	-6	0	-0.71
CC(=O)n1cc([C@H]2C=C(C(=O)Nc3ccccc3)O[C@@H](OCCCCO)C2)c2ccccc21	0.9	33	6	0.7	1450	0.9	-2	1	-9	11	.
CC(=O)c1c(C)[nH]c(C(=O)OCC(=O)NCC(C)C)c1C	1	-7	-11	1.1	1614	1.1	2	8	2	6	-0.043
O=C(CN1C(=O)NC2(CCOc3ccccc32)C1=O)Nc1ccc2c(c1)OCCO2 (stereo not given)	1	13	2	0.9	1474	1	0	11	-5	2	.
CCc1ccc(OCc2nnc(SCC(=O)NCc3ccco3)o2)cc1	0.9	19	-34	0.8	1681	0.8	1	9	-1	-15	.
COCCNC(=O)CN1CCC(NC(=O)Nc2ccc(C(F)(F)F)cc2)CC1	0.9	24	15	0.8	1463	0.9	5	6	1	-17	1.1
CC(C)NC(=O)C(Sc1ccccc1)c1ccccc1 (stereo not given)	1	16	.	0.8	1592	1	9	-2	5	2	-0.19
CCN1CCN(C(=O)c2nn(-c3ccc(OC)cc3)c(=O)c3c2c2ccccc2n3C)CC1	0.9	18	3	0.8	1532	0.9	3	0	5	-4	0.091
Cc1noc(C)c1S(=O)(=O)Nc1ccc(C(=O)N2CCCCC2)cc1	1	5	.	0.9	1489	1	-7	-4	2	8	0.042
Cc1ccc(S(=O)(=O)NC(C(=O)Oc2ccc3c(C)c(Cl)c(=O)oc3c2)c2ccccc2)cc1 (stereo not given)	1	27	-18	0.7	1462	1.2	2	-9	1	-26	-0.15

Six compounds out of the list, sorted by formula weight, rising:
SMILES	PMI act hi M6P	Diaph inh CS	S1P3 antag	Diaph act CS	TR-FRET SRC-2 ct	PMI activator	PPARg SRC-3 ag	PPARg SRC-1 ag	PPARg SRC-2 ag	G6PDH CS	ROMK mod
COc1ccccc1NC(=O)c1cc(OC)c(OC)cc1[N+](=O)[O-]	0.8	-1	13	1	1491	1	-2	-8	-6	0	-0.71
Cc1noc(C)c1S(=O)(=O)Nc1ccc(C(=O)N2CCCCC2)cc1	1	5	.	0.9	1489	1	-7	-4	2	8	0.042
Cc1cc(C=C2C(=O)c3ccccc3C2=O)c(C)n1-c1ccc(C(=O)O)cc1	1.3	7	-16	0.9	1440	1.3	0	9	-2	5	-0.72
CCc1ccc(OCc2nnc(SCC(=O)NCc3ccco3)o2)cc1	0.9	19	-34	0.8	1681	0.8	1	9	-1	-15	.
O=C(CN1C(=O)NC2(CCOc3ccccc32)C1=O)Nc1ccc2c(c1)OCCO2 (stereo not given)	1	13	2	0.9	1474	1	0	11	-5	2	.
Cc1ccc(S(=O)(=O)NC(C(=O)Oc2ccc3c(C)c(Cl)c(=O)oc3c2)c2ccccc2)cc1 (stereo not given)	1	27	-18	0.7	1462	1.2	2	-9	1	-26	-0.15
